HADH2 inhib: qHTS Assay for Inhibitors of HADH2 (Hydroxyacyl-Coenzyme A Dehydrogenase, Type II). recombinant HADH2, NADH fluorescence, beta-hydroxybutyryl-CoA. AID 886, 2007. actives 3.4% (n = 73,000). Potency, µM (top dose mostly 57.1 µM), for the others: at the top dose activity change, negative = inhibition, usual class: inhibitors. 3-hydroxyacyl-CoA dehydrogenase type-2 (Homo sapiens), Q99714; further: potency means the concentration at half of the fitted maximal effect; on the % scale 0 is the no-effect control and ±100 the full control effect; nearly all actives have a fitted effect of over 60% in size; many of its hits are not listed in these tables
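Activity measured as NADH fluorescence gain (360/450 nm), taken as the change between first and last reads of a 4-min kinetic run. Conditions: pH 9.0 Tris buffer, 20 nM E. coli-expressed His-tagged enzyme, 1 mM NAD+, 90 uM beta-hydroxybutyryl-CoA; 15-min compound preincubation.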
Casp1 inh: qHTS Assay for Allosteric/Competitive Inhibitors of Caspase-1. Potency, µM (titrated, usually from 57.5 µM), for inactives: top-dose activity change, negative = inhibition, actives largely listed as inhibitors. AID 900, 2007. P29466. actives 0.03% (n = 75,000). Caspase-1 enzyme, Ac-WEHD-AFC fluorogenic rate;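 further: potency means the concentration at half of the fitted maximal effect; plate controls were vehicle for no effect and no substrate for full effect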
Target sequence (P29466 120-297 limits assumed): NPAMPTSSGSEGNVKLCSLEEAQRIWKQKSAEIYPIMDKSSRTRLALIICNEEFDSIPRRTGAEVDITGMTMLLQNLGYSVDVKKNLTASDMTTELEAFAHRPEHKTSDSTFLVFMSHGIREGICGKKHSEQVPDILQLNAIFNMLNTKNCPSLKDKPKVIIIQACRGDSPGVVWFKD
Target sequence (P29466 317-404 limits assumed): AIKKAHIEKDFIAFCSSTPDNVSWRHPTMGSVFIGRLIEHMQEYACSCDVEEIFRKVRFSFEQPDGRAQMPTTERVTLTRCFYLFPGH
HEK293 cAMP cs: qHTS Assay for Agonists of the Thyroid Stimulating Hormone Receptor: Activators of Intracellular cAMP Concentrations in Parental HEK 293; parental HEK293 CNG cAMP sensor, membrane potential fluorescence; actives 2.5% (n = 73,000); Potency, µM (series often up to 57.1 µM), for the others: at the top dose activation, usual class: activators; further: potency means the concentration at half of the fitted maximal effect; % of control where 0% means no effect; nearly all actives have a fitted effect of over 55% in size
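Counterscreen for endogenous-receptor signalling: CNG-channel HEK 293 cells report cAMP rise by membrane depolarization. After 60 min dye equilibration with 100 uM RO 20-1724, compounds incubated 30 min before bottom-read fluorescence at 590 nm.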
Texas Red fluor: qHTS Assay for Spectroscopic Profiling in Texas Red Spectral Region. actives 0.06% (n = 59,000). AID 587, 2007. max dye-equivalent concentration, M. Compound fluorescence, Texas Red channel, 547/618 nm; active compounds read high; in the data active means max dye-equivalent concentration above about 10 nM; inconclusive means between about 1.1 nM and that limit
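Pin-transferred compounds and Texas Red standards go into 100 mM Tris buffer, pH 8.0. After 15 min at room temperature, plates are imaged with 547/618 nm filters. Each value is a dye-equivalent concentration derived from the per-plate dye curve.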
Rhodamine fluor: qHTS Assay for Spectroscopic Profiling in Rhodamine Spectral Region. max dye-equivalent concentration, M. Rhodamine-region fluorescence, 547/598 nm, Tris buffer; active compounds read high. actives 0.05% (n = 59,000); in the data active means max dye-equivalent concentration above about 11 nM; inconclusive means between about 1.1 nM and that limit
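Compound fluorescence in 100 mM Tris, pH 8.0, read after 15 min at room temperature with 547 nm excitation and 598 nm emission. Output is dye-equivalent concentration from an on-plate rhodamine standard series.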
Fluorescein autfl: qHTS Assay for Spectroscopic Profiling in Fluorescein Spectral Region. actives 0.91% (n = 59,000). Compound autofluorescence, 480/540 nm, fluorescein-equivalent; active compounds read high. AID 593, 2007. max fluorescein-equivalent concentration, M; in the data active means max fluorescein-equivalent concentration above about 10 nM; inconclusive means between about 1.1 nM and that limit
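Each compound is tested across a concentration series in 100 mM Tris buffer at pH 8.0. After 15 min at room temperature, plates are imaged with 480 nm excitation and 540 nm emission filters, and intensities are converted to fluorescein-equivalent values.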
Tau filament bind: qHTS Assay for Tau Filament Binding; Microtubule-associated protein tau (Homo sapiens), P10636; recombinant tau filaments, thioflavin S fluorescence, 15 h; filaments grown with octadecylsulfate alongside compound; Potency, µM (titrated, usually from 57.1 µM), inactives show at the highest dose activity change, negative = inhibition; actives 2% (n = 71,000);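 further: potency means the concentration at half of the fitted maximal effect; on the % scale 0 is the no-effect control and ±100 the full control effect; actives lower thioflavin S fluorescence by blocking filaments or displacing dye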
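Read-out: ThS fluorescence, 450 nm excitation/510 nm emission; lower signal marks blocked filament formation or displaced dye. Tau at 1 uM with 30 uM ODS, 10 uM ThS, 5 mM DTT, 100 mM NaCl, 10 mM HEPES pH 7.4; 15 h, 37 C.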
Caspase-7 inhib: qHTS Assay for Allosteric/Competitive Inhibitors of Caspase-7. P55210. recombinant caspase-7, Ac-DEVD-AFC fluorescence rate. Potency, µM (series often up to 57.5 µM), for inactives: top-dose activity change, negative = inhibition, usual class: inhibitors. actives 0.02% (n = 75,000). AID 889, 2007; active means well fitted inhibition curve with a large enough effect in the main read-out, with a control signal flat, not every such curve was filed as active; inconclusive means small, poorly fitted or top-dose-only effect, or a change in a side signal; further: potency means the concentration at half of the fitted maximal effect; % of control where 0% means no effect
USP2a inhib: qHTS Assay for Inhibitors of Ubiquitin-specific Protease USP2a | USP2a enzymatic assay, qHTS inhibition | Potency, µM (highest dose often 38.3 µM), inactives show top-dose activity change, negative = inhibition, usual class: inhibitors | actives 0.1% (n = 60,000);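 further: potency means the concentration at half of the fitted maximal effect; nearly all actives have a fitted effect of over 60% in size; plate controls were DMSO for no effect and NEM full inhibition control for full effect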
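USP2 core (20 nM final) was preincubated with compound for 30 min at RT in 20 mM Tris-HCl pH 8.0, 2 mM CaCl2, 2 mM beta-mercaptoethanol; Ub-PLA2 (20 nM) plus NBD C6-HPC (20 uM) then added, fluorescence read after 2.5 h.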
ERK AVP block: qHTS Assay for Inhibitors of the ERK Signaling Pathway using a Homogeneous Screening Assay. AID 995, 2007. actives 0.99% (n = 72,000). HEK293-V1b, vasopressin-stimulated pERK AlphaScreen. Potency, µM (series often up to 57.5 µM), for the others: top-dose activity, negative = inhibition, usual class: inhibitors; further: potency means the concentration at half of the fitted maximal effect; on the % scale 0 is the no-effect control and ±100 the full control effect; nearly all actives have a fitted effect of over 55% in size
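Overnight-seeded V1b-HEK293 cells in 1% FBS got compound, then vasopressin (25 nM final, 5 min, 37C), then lysis buffer. AlphaScreen detection of phospho-ERK; activity normalized to basal and full-stimulation controls.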
Luciferase inh: qHTS Assay for Inhibitors of Firefly Luciferase. Luciferin 4-monooxygenase (Photinus pyralis), P08659. purified firefly luciferase, luminescence, 8 min. Potency, µM (series often up to 57.1 µM), for the others: at the top dose activity change, negative = inhibition, actives largely listed as inhibitors. actives 2.2% (n = 72,000). AID 411, 2009; further: potency means the concentration at half of the fitted maximal effect; on the % scale 0 is the no-effect control and ±100 the full control effect; nearly all actives have a fitted effect of over 40% in size
Target sequence (P08659 whole entry, looked up): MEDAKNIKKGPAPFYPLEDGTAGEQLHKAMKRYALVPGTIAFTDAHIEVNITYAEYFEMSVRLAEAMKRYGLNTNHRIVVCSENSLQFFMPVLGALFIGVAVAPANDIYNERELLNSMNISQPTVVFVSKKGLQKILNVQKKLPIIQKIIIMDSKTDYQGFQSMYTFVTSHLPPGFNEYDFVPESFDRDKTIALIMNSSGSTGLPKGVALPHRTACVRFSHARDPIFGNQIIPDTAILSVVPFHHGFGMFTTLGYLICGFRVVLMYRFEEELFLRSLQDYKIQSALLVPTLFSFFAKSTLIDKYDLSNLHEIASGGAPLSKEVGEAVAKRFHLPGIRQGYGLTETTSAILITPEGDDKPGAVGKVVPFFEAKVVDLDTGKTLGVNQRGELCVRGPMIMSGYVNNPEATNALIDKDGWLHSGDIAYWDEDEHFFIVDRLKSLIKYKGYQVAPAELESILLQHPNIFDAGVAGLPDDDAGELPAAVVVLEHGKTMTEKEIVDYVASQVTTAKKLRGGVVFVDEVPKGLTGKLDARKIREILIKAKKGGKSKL
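Compounds were tested as concentration series (qHTS) against purified P. pyralis luciferase with luciferin and 10 uM ATP in 50 mM imidazole pH 7.2, 50 mM KCl, 7 mM MgCl2, 0.01% Tween 20, 0.05% BSA. Luminescence was read after 8 min at ambient temperature.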
* = called active by the depositor; i = inactive; ? = inconclusive; . = not tested or not shown; & = joins results of further samples; [ ] = remark or other dose. Unless noted, the call rests on the fitted dose curve; in most records, active means well fitted curve in the direction sought with a large enough effect; inconclusive means small, poorly fitted or top-dose-only effect, or another doubt; inactive means no such curve, though single readings can be large; an effect the other way counts as inactive or inconclusive.

SMILES | HADH2 inhib | Casp1 inh | HEK293 cAMP cs | Texas Red fluor | Rhodamine fluor | Fluorescein autfl | Tau filament bind | Caspase-7 inhib | USP2a inhib | ERK AVP block | Luciferase inh
Cc1ccc(OCC(O)CN2CCN(CC(O)COc3ccc(C)cc3Cl)CC2)c(Cl)c1 (configuration not stated) | -0.7%[11.4 µM] | -1.5% | 0.1%[11.4 µM] | . | . | . | 103.2%[11.4 µM] | 0.4% | 6.7%[7.66 µM] | 8.5% | 1.5%
Cc1csc(NC(=O)CSc2nnc(-c3cccs3)n2C)n1 | 4.4% | -0.4% | -10.8% | i | i | i | 10.7% | -0.2% | 0.7% | -10.2% | 2.5%
Cc1ccccc1-n1nc2c(c1NC(=O)c1cc3ccccc3oc1=O)CS(=O)C2 (configuration not stated) | -13.5% | -1.5% | -9.4% | i | i | i | -13.0% | 1.8% | 10.7% | 21.4% | 0.0%
Cc1csc(NC(=O)c2c(O)c3c(n(CC(C)C)c2=O)CCCC3)n1 | 9.9% | -1.8% | 15.4% | ? | i | i | 15.0% | 2.4% | . | 3.3% | 1.6%
Cc1nc2cnc(Oc3ccccc3)nc2n(CCC#N)c1=O | -8.0% | -0.5% | ? | i | i | i | -5.8% | 0.0% | -2.7% | -12.7% | -0.2%[11.4 µM]
O=S(=O)(NCC1CCCO1)c1cc(Br)c(Br)s1 (configuration not stated) | -0.7% | -3.4% | 2.3% | i | i | i | -16.6% | -0.7% | 7.3% | 15.2% | 2.2%
Cc1nc(Nc2ccc(F)cc2)[nH]c(=O)c1CCC(C)C | 5.1% | -1.0% | 9.2% | i | i | ? | ? | 2.2% | 14.3% | -11.8% | 1.0%
CCCCN(Cc1ccccc1)C(=O)C1CCCN(S(=O)(=O)c2cnc[nH]2)C1 (configuration not stated) | 7.8% | -0.7% | 1.2% | . | . | . | -7.0% | -0.2% | . | -12.7% | 2.5%
COCCCNc1oc(COc2ccc(Cl)cc2Cl)nc1C#N | -17.4% | ? | 5.6% | i | i | i | 45.5% | -29.5% | 7.8% | -3.2% | -0.5%
N#C/C(=C\Nc1ccccn1)C(=O)C1CC1 | 8.5%[11.4 µM] | -2.7%[11.5 µM] | 5.3%[11.4 µM] | i | i | i | 9.1%[11.4 µM] | -0.2%[11.5 µM] | . | -23.8%[11.5 µM] | -0.7%[11.4 µM]
CC1CCN(C(=O)c2cc3ccccc3o2)CC1 | 4.9% | -0.6% | 16.6% | i | i | i | -8.9% | 0.7% | 3.8% | -6.1% | -15.6%
Cn1c(=O)[nH]c(=O)c2c1nc(N1CCOCC1)n2CC(O)COc1ccccc1 (configuration not stated) | 7.5% | -1.3% | -3.7% | i | i | i | -6.0% | -2.0% | -2.9% | 6.5% | 1.1%
CCn1c(C)nc2cc(S(=O)(=O)C(F)(F)C(F)C(F)(F)F)ccc21 (configuration not stated) | 0.5% | -1.2% | 15.1% | ? | i | i | -4.4% | -1.1% | 7.4% | -4.1% | 0.2%
NC(=O)C1CCCN(C(=O)Nc2cccc3ccccc23)C1 (configuration not stated) | ? | 0.7% | 4.1% | i | i | i | 5.6% | -1.5% | 1.9% | -2.0% | 6.2%
O=C(CCSc1nc2cc(Cl)ccc2o1)N1CCOCC1 | 0.9% | 1.5% | 10.3% | ? | i | i | -3.9% | 0.4% | 15.2% | -10.1% | 0.9%
O=C(CSc1ncn(-c2ccccc2)n1)Nc1ccc2c(c1)OCO2 | 0.2% | 0.9% | -1.3% | i | i | i | -2.5% | 0.2% | -3.8% | -1.4% | -0.1%
Cn1c(=O)c(=O)n(C)c2cc(S(=O)(=O)CCC(=O)N3CCOCC3)ccc21 | -7.1% | 0.1% | 4.8% | . | . | . | -2.5% | -2.9% | . | 1.9% | 4.6%
N#CCCN(Cc1cccnc1)S(=O)(=O)c1ccc(S(=O)(=O)N2CCCCCC2)cc1 | 7.1% | -0.5% | 15.3% | i | i | i | -0.3% | 4.2% | . | -18.6% | 0.1%
O=C(Nc1ccc2c(c1)OCO2)C1CCCN1C(=O)NCc1ccccc1 (configuration not stated) | 9.3% | 1.6% | 6.3% | i | i | i | -5.6% | -0.7% | 31.3%[activator] | -3.5% | 0.4%
CO[C@]1(C2=NCCN2)COc2ccccc2O1 | 10.2%&-11.1% | 1.3%&1.0% | 3.1%&-3.8% | ? | i | i | ? | -0.8%&0.3% | 1.1% | 6.4%&-13.4% | 0.5%&-7.3%
O=C1CC(NCc2ccccc2F)C(=O)N1c1ccccc1 (configuration not stated) | 14.4% | -1.9% | -1.0% | i | i | i | -7.4% | 0.3% | 13.4% | -9.1% | 1.9%
COC(=O)N1CCC2(CCN(C(=O)Nc3ccccc3)CC2)CC1 | -1.9% | -2.9% | ? | i | i | i | -1.4% | -4.0% | -18.2% | 0.3% | -0.2%[11.4 µM]
Cc1ccc(NCc2nnc(SCC(=O)Nc3ncc(C)s3)n2CC2CCCO2)c(C)c1 (configuration not stated) | -1.1% | -1.0% | 5.8% | i | i | i | -15.6% | -1.5% | 204.7%[activator] | 5.4% | 1.0%
COc1ccccc1NS(=O)(=O)c1ccc(NC(=O)c2nc3ncccn3n2)cc1 | 8.4% | -0.7% | -2.5% | i | i | ? | -11.4% | 0.3% | 11.6% | -19.0% | 2.1%
O=C(O)c1ccccc1/C=N\N=C1c2ccccc2-c2ccccc21 | -1.2%[11.4 µM] | -3.0%[11.5 µM] | -3.2%[11.4 µM] | i | i | i | -12.9%[11.4 µM] | -0.8%[11.5 µM] | . | -20.0%[11.5 µM] | 0.2%[11.4 µM]
CCOC(=O)c1ccc(S(=O)(=O)N2CCN(S(=O)(=O)CC)CC2)cc1 | 14.3% | -1.1% | 8.3% | i | i | i | 3.7% | 2.3% | . | 1.8% | 3.1%
CCc1ccc2[nH]c(=O)c(CN(Cc3ccc4c(c3)OCO4)C(=O)c3ccco3)cc2c1 | 14.2% | -2.5% | ? | i | i | ? | i | -8.2% | 12.1% | 12.5% | 1.2%
C#CCN1C(=O)C(O)(CC(=O)c2cccc(OC)c2)c2ccccc21 (configuration not stated) | 3.1% | 0.2% | 8.8% | i | i | i | 3.0% | 1.4% | 1.7% | -6.4% | -0.4%
O=C(c1ccccc1F)N1CCN(c2cccc(C(F)(F)F)c2)CC1 | 11.7% | -1.5% | 15.2% | i | i | i | -29.3% | -2.4% | 3.5% | ? | 1.9%
COCCCNC(=O)CCS(=O)(=O)Cc1ccc(C)cc1 | -2.7% | 0.1% | 13.7% | i | i | i | -22.2% | -0.6% | -11.2% | 19.3% | 1.9%
CCC1Oc2ccc(C)cc2N(CC(=O)NCc2cc(OC)ccc2OC)C1=O (configuration not stated) | 6.9% | -2.6% | ? | i | i | ? | 15.5% | -3.0% | -6.5% | 12.6% | 0.7%
CCOC(=O)C1=C(CSc2nccn2C)NC(=O)NC1c1ccc2c(c1)OCO2 (configuration not stated) | 0.7% | 2.7% | 8.6% | i | i | i | 8.4% | 0.3% | 0.6% | -16.7% | 0.5%
CCC(C)N(C(=O)COC(=O)Cc1n[nH]c(=O)c2ccccc12)C1CCS(=O)(=O)C1 (configuration not stated) | 3.8% | 0.6% | -5.4% | i | i | ? | -0.8% | 0.9% | 2.1% | -5.2% | -0.2%
Cc1cc2c(c(=O)o1)C1(C(=O)N(CC(=O)O)c3ccccc31)C(C#N)=C(N)O2 (configuration not stated) | -17.5% | -7.0% | ? | i | i | 1.28e-08M* | 141.3% | -5.9% | 0.4% | -1.4% | 0.8%
Cc1ccc(N(CC(=O)O)S(=O)(=O)c2cccc3nonc23)cc1 | -10.3% | 2.1% | -1.3% | ? | i | i | -4.9% | -2.7% | -1.0% | 9.6% | 0.3%
CCn1c(C(C)NC(=O)c2cccs2)nc2ccccc21 (configuration not stated) | -6.6% | -0.7% | 4.1% | . | . | . | -17.5% | 1.2% | . | . | 2.8%

Compound activity from PubChem.

Not all compounds are listed, so the mix of outcomes need not match the whole.
